CCR6 antagonist – blocks CCL20-driven beta-arrestin recruitment at human CCR6. inhibition, % at 20 µM. P51684. actives 0.49% (n = 340,000). CHO-K1 CCR6 PathHunter beta-arrestin, luminescence, CCL20-stimulated;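 active = compounds whose inhibition of the agonist-driven luminescence signal at 20 µM reaches about 50%, limit read from the data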;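 also: cells stimulated with CCL20 at 14 nM final; plate controls were DMSO with CCL20 for no effect and DMSO without agonist for full effect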
Apaf-1 inh – inhibitors of human Apaf-1 apoptosome. O14727. reconstituted apoptosome caspase-3 activity, DEVD-Rh110 fluorescence. inhibition, % at 20 µM. actives 0.71% (n = 330,000); active = inhibition of at least 40% at 20 µM;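 also: plate controls were DMSO wells for no effect and DEVD-CHO caspase inhibitor wells for full effect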
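Assay system: Apoptosome proteins | Medium: pH 7.5 Hepes buffer with CHAPS, BSA, DTT | Also added: Cytochrome c and DEVD-Rh110 substrate | Times: 30 min plus 50 min, RT | Detection: Rhodamine 110 fluorescence at Ex 480/Em 540 nm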
EBI2 antag – antagonists of human EBI2 receptor | EBI2 beta-arrestin recruitment, luminescence, 7a,25-OHC stimulated | actives 0.81% (n = 360,000) | inhibition, % at 5 µM | P32249 | AID 651636; in the data active = inhibition above about 38%;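 also: enzyme fragment complementation signal reports receptor beta-arrestin coupling in cells; 0% = agonist plus DMSO wells and 100% = wells without agonist; some results beyond the cut were filed as inactive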
Target sequence (P32249 whole entry, looked up, the tested form may be a part): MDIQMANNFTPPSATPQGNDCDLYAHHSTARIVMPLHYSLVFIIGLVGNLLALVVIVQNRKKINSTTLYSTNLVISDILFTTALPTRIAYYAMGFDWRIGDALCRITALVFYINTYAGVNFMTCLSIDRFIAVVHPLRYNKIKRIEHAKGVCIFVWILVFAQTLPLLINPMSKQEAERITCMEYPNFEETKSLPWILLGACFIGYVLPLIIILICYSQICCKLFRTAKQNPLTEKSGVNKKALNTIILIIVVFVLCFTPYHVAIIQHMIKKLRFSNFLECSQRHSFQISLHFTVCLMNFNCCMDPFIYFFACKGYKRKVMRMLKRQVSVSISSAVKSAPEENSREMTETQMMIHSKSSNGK
Gli-Sufu antag – Gli-Sufu pathway antagonism; actives 0.74% (n = 340,000); Sufu-KO-LIGHT fibroblasts, Gli luciferase reporter luminescence; inhibition, % at 5 µM;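 active = inhibition above about 55%, limit read from the data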;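 also: 0% = DMSO-treated cells and 100% = wells with medium but no cells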
697 NFkB inh – lowers PMA/ionomycin-induced NF-kB signal in 697 B cells; 697 B-cell NF-kB luciferase reporter, 16 h; inhibition, % at 4 µM; actives 0.33% (n = 330,000); in the data active = inhibition above about 35%
UBC13 polyUb – inhibitors of human UBC13 polyubiquitin chain formation; P61088; TR-FRET; inhibition, % at 20 µM; actives 0.47% (n = 330,000); AID 485273; in the data active = inhibition above about 45%, passing the limit was not always enough
Target sequence (P61088 whole entry, looked up): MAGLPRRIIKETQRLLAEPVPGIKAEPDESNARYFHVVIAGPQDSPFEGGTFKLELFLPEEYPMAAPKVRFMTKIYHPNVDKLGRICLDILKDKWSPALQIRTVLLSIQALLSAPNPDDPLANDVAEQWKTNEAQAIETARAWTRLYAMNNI
SENP8 block – blocks the human protease SENP8 | purified SENP8, Z-RLRGG-aminoluciferin cleavage, luminescence | inhibition, % at 10 µM | actives 1.2% (n = 330,000) | Q96LD8 | AID 2540
Jurkat NFkB inh – lowers PMA/ionomycin-induced NF-kB signal in Jurkat cells; inhibition, % at 4 µM; PMA/ionomycin-induced NF-kB luciferase reporter, luminescence; actives 0.53% (n = 330,000)
* = called active by the depositor; · = not tested or not shown. Rule as the data show it, unless noted: active = inhibition above about 50%; inactive = the rest.

Structure,EBI2 antag,UBC13 polyUb,Jurkat NFkB inh,697 NFkB inh,SENP8 block,Gli-Sufu antag,Apaf-1 inh,CCR6 antagonist
Cc1ccc(-c2nc(N)sc2CC(=O)OCC(=O)NC2CCCC(C)C2C)cc1 (stereo unspecified),12,-10,-12,15,-3,0,20,13
CC(/C=N\N1CCN(c2ccc(Cl)cc2)CC1)=C\c1ccccc1,-7,-14,16,11,-1,-13,-2,9
CCN(C(=O)c1ccco1)C1C2CC3CC(C2)CC1C3 (stereo unspecified),6,-4,-1,4,-7,-16,3,22
CCCCNC(=O)c1cccc(C(=O)NCCCC)c1,-1,14,-4,9,-12,0,-12,5
O=C(COc1ccccc1Cl)N1CCN(c2ccc([N+](=O)[O-])c(N3CCOCC3)c2)CC1,11,0,7,22,-7,9,7,6
CC(C)(C)OC(=O)NCCCC[C@H](NC(=O)[C@H](Cc1c[nH]c2ccccc12)NC(=O)OCc1ccccc1)C(=O)O,-1,-16,-10,12,3,-1,8,4
COc1ccc(NC(C)=O)cc1NC(=O)CN1CCN(c2ccccn2)CC1,-5,1,8,3,-3,0,-1,-14
NC(=O)c1nsc(C(=O)N(c2ccc3c(c2)OCCO3)C(C(=O)NCC2CCCO2)c2ccc(F)cc2)c1N (stereo unspecified),-2,42,-15,21,-4,11,8,11
CCCCC(=O)Nc1sc2c(c1C(=O)OCC)CCC(C=O)=C2Cl,-3,-14,-19,-1,2,·,21,·
CN(CCOc1cccc(C(F)(F)F)c1)Cc1ccccc1,9,10,8,10,-4,14,-15,24
CCN(CC)c1ccc(NC(=O)c2ccccc2OCC(=O)OC)cc1,9,7,3,6,8,-8,10,3
Cc1ccc(N(C)C(=O)n2cnc3ccccc32)cc1,-10,4,-17,-5,-3,4,1,4
CCO[C@@H]1OC(C(=O)N2CCN(C)CC2)=C[C@H](c2coc3ccccc3c2=O)[C@H]1CCCO,4,-4,9,10,-15,-8,1,-3
O=S(=O)(NCc1ccco1)c1cnc(Cl)c(Br)c1,-4,2,0,6,1,6,3,-25
N#CCc1c(C#N)c(N)nc(N2CCCC2)c1C#N,-17,-10,-9,-2,1,0,-2,5
Cc1sc2ncnc(Sc3nnnn3-c3ccc(Cl)cc3)c2c1C,-46,18,8,-28,-3,18,10,20
Cc1ccc(OCC(O)CNCc2ccccc2)cc1C (stereo unspecified),6,14,-11,3,-2,2,-7,-11
O=S(=O)(Nc1nccs1)c1cc(Cl)ccc1Cl,3,-20,-7,6,4,3,13,-8
Cc1ccc(N2C(=O)c3cccc4c(C(=O)O)ccc(c34)C2=O)cc1,·,-6,-6,-3,4,·,-2,·
CCOCCCN(C)C1CCN(C(=O)c2oc3ccccc3c2NC(=O)COc2cccc(C)c2)CC1,0,13,-7,-11,-11,33,10,27
Cc1ccc(C(=O)C(OC(=O)c2cnccn2)c2ccccc2)cc1 (stereo unspecified),3,7,-2,-9,-3,-2,4,2
CC(C)(C)c1nn(-c2ccccc2)c2[nH]c(=O)c(CNCc3ccco3)cc12,23,12,4,-4,-1,2,7,14
O=C(NNC(=O)c1ccc([N+](=O)[O-])cc1)NC1CCCCC1,-16,1,-11,2,-5,-1,2,0
COC(=O)COc1cccc(NS(=O)(=O)c2ccc(NC(C)=O)cc2)c1,-3,-2,17,5,-6,-10,-15,15
Cc1ccc(S(=O)(=O)NCCC(=O)NCc2ccccc2)cc1,2,1,-16,10,-3,-3,-16,1
O=C(Cc1cccc2ccccc12)N/N=C/c1ccc(OC(=O)/C=C/c2ccco2)cc1,30,-11,-1,-9,6,17,8,30
Cc1c(C2=CCN(S(=O)(=O)c3ccc(Cl)cc3)CC2)c2ccccc2n1C,11,14,7,18,-3,9,10,7
Nc1nonc1-c1nc2ccccc2n1CCC(=O)O,-5,0,5,12,-7,6,-13,-3

Filtered by structure, the entries above containing an NH in an aromatic ring
Structure,EBI2 antag,UBC13 polyUb,Jurkat NFkB inh,697 NFkB inh,SENP8 block,Gli-Sufu antag,Apaf-1 inh,CCR6 antagonist
CC(C)(C)OC(=O)NCCCC[C@H](NC(=O)[C@H](Cc1c[nH]c2ccccc12)NC(=O)OCc1ccccc1)C(=O)O,-1,-16,-10,12,3,-1,8,4
CC(C)(C)c1nn(-c2ccccc2)c2[nH]c(=O)c(CNCc3ccco3)cc12,23,12,4,-4,-1,2,7,14

One compound at a time, as listed above. Order of values: EBI2 antag	UBC13 polyUb	Jurkat NFkB inh	697 NFkB inh	SENP8 block	Gli-Sufu antag	Apaf-1 inh	CCR6 antagonist
Listed for `CN(CCOc1cccc(C(F)(F)F)c1)Cc1ccccc1` : 9	10	8	10	-4	14	-15	24
Listed for `Cc1sc2ncnc(Sc3nnnn3-c3ccc(Cl)cc3)c2c1C` : -46	18	8	-28	-3	18	10	20

Fetched by compound from above (4):
Structure,EBI2 antag,UBC13 polyUb,Jurkat NFkB inh,697 NFkB inh,SENP8 block,Gli-Sufu antag,Apaf-1 inh,CCR6 antagonist
COC(=O)COc1cccc(NS(=O)(=O)c2ccc(NC(C)=O)cc2)c1,-3,-2,17,5,-6,-10,-15,15
NC(=O)c1nsc(C(=O)N(c2ccc3c(c2)OCCO3)C(C(=O)NCC2CCCO2)c2ccc(F)cc2)c1N (stereo unspecified),-2,42,-15,21,-4,11,8,11
Cc1ccc(S(=O)(=O)NCCC(=O)NCc2ccccc2)cc1,2,1,-16,10,-3,-3,-16,1
Cc1ccc(-c2nc(N)sc2CC(=O)OCC(=O)NC2CCCC(C)C2C)cc1 (stereo unspecified),12,-10,-12,15,-3,0,20,13

High-throughput results (PubChem BioAssay)

Not all compounds are listed; rates above refer to the full screens.
